Screens: PubChem BioAssay, National Center for Advancing Translational Sciences (NCATS)
S3 lipid droplet: qHTS Assay for Lipid Storage Modulators in Drosophila S3 Cells; Drosophila S3 cells, BODIPY lipid droplet fluorescence, 18-24 h; cells fed with added oleic acid; lipid storage change, negative = inhibition, % at the top dose, mostly 46.1 µM; hits show Potency in µM; AID 2685; 320,000 tested, 0.64% active; active = well fitted inhibition curve with a large enough effect in the signal ratio, with a control signal flat, not every such curve was filed as active; inconclusive = small, poorly fitted or top-dose-only effect, or effect the other way, or a change in a side signal; the % refers to the signal ratio
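Drosophila S3 cells loaded with oleic acid (400 uM, as added) and compounds at several concentrations; lipid droplets imaged by 488-nm laser-scanning cytometry, 500–530 nm intensity and object ratio to cell channel. Percent activity normalized to 20 uM Triacsin C.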
S3 lipid droplet cell count max: also measured in S3 lipid droplet; calls as there; cell number change, %; measured here: cell count max response;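 cells counted by Cell Tracker Red CMTPX staining in the red channel; peak over a dose series mostly up to 46.1 µM; percent activity relative to internal control wells on each plate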
An asterisk follows results filed as active; i = inactive; u = inconclusive; x = not tested or not shown; [ ] = dose if it differs, or a comment. % is scaled to controls: 0 for no effect and ±100 for the full control effect; potency is read from the fitted curve at half-maximal effect. Not all compounds are listed; count on the stated rates, not on these rows.

structure	S3 lipid droplet	S3 lipid droplet cell count max
COCCN1C(=O)C(=O)/C(=C(/O)c2ccc(S(=O)(=O)N3CCOCC3)cc2)C1c1cccc(Cl)c1 (stereo unspecified)	7%	-3
CC(NC(=O)C(C)N1C(=O)c2ccccc2C1=O)c1ccccc1 (stereo unspecified)	u	x
CC1C(=O)N2CCCc3cc(NC(=O)COc4ccccc4)cc1c32 (stereo unspecified)	u	x
Nc1cc(=O)[nH]c(SCC(=O)Nc2ccccc2Sc2ccccc2)n1	u	x
O/N=C/c1cc(Cl)ccc1OCc1ccccc1Cl	u	x
Cc1ccc(C(=O)CN2C(=O)NC3(CCCCCC3)C2=O)c(C)c1	u	x
CCc1nn(CC(=O)NCCCN2CCN(C)CC2)c(=O)c2cc3sccc3n12	u	x
COc1cccc(C2=NOC(C(=O)Nc3ccc4c(c3)OCO4)C2)c1 (stereo unspecified)	5%	8

Other structures.
structure	S3 lipid droplet	S3 lipid droplet cell count max
CN(C(=O)c1ccccc1C(=O)OCC(=O)Nc1cccc(Br)c1)c1ccccc1	-1%	-4
CC(=O)NC1=NN(C(C)=O)C(c2ccc(C)cc2)S1 (stereo unspecified)	i	11
O=C1OCCC1Sc1nnnn1-c1ccccc1 (stereo unspecified)	4%	0
Fc1ccc(NC(=S)Nc2ccccc2Cl)cc1	u	x
O=C1C2C(c3ccccc3)C=CC(c3ccccc3)C2C(=O)N1CCO (stereo unspecified)	16%	-5
Cc1cc(C)cc(NC(=O)c2ccc(NC(=O)C3C4CC5OC(=O)C3C5C4)cc2)c1 (stereo unspecified)	u	x
CSc1ccc(C2=CC(=O)C[C@H](c3ccc4c(c3)OCO4)C2)cc1	u	x
Cc1ccc2nc(SCCC(=O)O)cc(C)c2c1	i	21

Reprinted from the results shown for reference:
structure	S3 lipid droplet	S3 lipid droplet cell count max
O=C1OCCC1Sc1nnnn1-c1ccccc1 (stereo unspecified)	4%	0
Fc1ccc(NC(=S)Nc2ccccc2Cl)cc1	u	x
O=C1C2C(c3ccccc3)C=CC(c3ccccc3)C2C(=O)N1CCO (stereo unspecified)	16%	-5
Cc1cc(C)cc(NC(=O)c2ccc(NC(=O)C3C4CC5OC(=O)C3C5C4)cc2)c1 (stereo unspecified)	u	x
CSc1ccc(C2=CC(=O)C[C@H](c3ccc4c(c3)OCO4)C2)cc1	u	x
Cc1ccc2nc(SCCC(=O)O)cc(C)c2c1	i	21

Later entries
structure	S3 lipid droplet	S3 lipid droplet cell count max
Cc1cccc(C)c1NC(=O)C(=O)NCCc1c[nH]c2ccccc12	5%	16
O=C(CSc1ccc(Cl)cc1Cl)N1CCC(c2nc3ccccc3s2)CC1	-6%	-4
Cn1c(=O)cc(OCC(=O)N2CCC(N3CCCCC3)CC2)c2ccccc21	10%	-1
COc1ccccc1-c1cc2nc(C)c(CCC(=O)NCc3ccco3)c(C)n2n1	u	x
CCN(CC)S(=O)(=O)c1ccc(N2CC(C(=O)NCc3cccnc3)CC2=O)cc1 (stereo unspecified)	u	x
O=C(CSc1nnnn1CCCO)Nc1ccc2c(c1)OCO2	3%	2
CCN(Cc1ccccc1)C(=O)CSc1n[nH]c(N)n1	u	x
O=c1cc(-c2ccccc2)c2cc(Cl)c(O)c(CN3CCOCC3)c2o1	u	x

Additional results follow.
structure	S3 lipid droplet	S3 lipid droplet cell count max
Cc1ccc(N(CCC#N)C(=O)COC(=O)c2cc(C)oc2C)cc1	24%	8
Cc1ccc(-c2nc(CN(C)C)cc(CN(C)C)c2O)cc1	u	x
CC(=O)c1ccccc1C(=O)N(C)C1CCCN(Cc2ccccc2F)C1 (stereo unspecified)	-19%	3
COc1ccc(OC)c(NC(=O)NNC(=O)c2cc3occc3[nH]2)c1	59%	29
O=C(NCC(=O)N1CCN(S(=O)(=O)c2ccccc2F)CC1)c1ccc2c(c1)OCO2	u	x
NC(=O)c1ccsc1NC(=O)CCS(=O)(=O)c1ccccc1	u	x
CCOC(=O)C1CCCN(C(=O)C2CCN(S(=O)(=O)c3c(C)noc3/C=C/c3ccccc3F)CC2)C1 (stereo unspecified)	i	3
CC(C)C[C@H](NC(=O)N1CC(=O)Nc2ccccc21)C(=O)N[C@@H](C(=O)O)c1ccccc1	i	x

The list continues:
structure	S3 lipid droplet	S3 lipid droplet cell count max
COc1ccc(CC(=O)N2CCC(c3ccccc3)C2)cc1 (stereo unspecified)	u	x
O=C(c1ccc(CSc2nc3ccncc3[nH]2)cc1)N1CCN(c2cccc(Cl)c2)CC1	u	x
Cc1ccccc1-c1nnc(NC(=O)CSc2nc3ccccc3s2)s1	28%	1
N#CCCn1cc(C(=O)Nc2ccc([N+](=O)[O-])cc2)c(-c2cc3ccccc3o2)n1	u	x
COC(=O)Cn1c(=NC(=O)C(C)(C)C)sc2c(C)cc(C)cc21	i	x
C[C@H](NC(=O)Cc1cccc2ccccc12)C(=O)NCc1ccccc1	u	x
O=C(Nc1ccc(F)cc1)/C(Cl)=C/c1ccccc1	u	x
CCOC(=O)N1CCN(C(=O)c2cnn3ccccc23)CC1	0%[9.22 µM]	-4

Further compounds.
structure	S3 lipid droplet	S3 lipid droplet cell count max
Cc1ccc(NC(=O)C(=O)NCc2ccncc2)cc1	u	x
COc1ccc(Cc2nc(C)cc(Cl)n2)cc1[N+](=O)[O-]	u	x
Cc1occc1C(=O)NC(C)C(C)(C)C (stereo unspecified)	u	x
O=C(CNc1n[nH]c(=O)[nH]c1=O)N/N=C/c1cccnc1	5%	-1
CCOC(=O)N1CCN(C(=O)c2cc3ccc(OC)cc3[nH]2)CC1	u	x
Cc1ccc(CSCC(=O)N/N=C/c2sccc2C)cc1	i	22
COc1cccc(C=Nc2cc(C)cc(C)c2)c1O	u	x
O=C1C2C3C=CC(C3)C2C(=O)N1c1ccc(-c2nc3ccccc3o2)cc1 (stereo unspecified)	1%	6

Continued.
structure	S3 lipid droplet	S3 lipid droplet cell count max
CC(C)Cn1c(N)c(C(=O)CSc2nc3ccccc3n2C)c(=O)n(C)c1=O	3%	-13
CSc1nccc(Oc2ccc(C#N)cc2)n1	u	x
CCN1CCN(Cc2ccc(NC(=O)c3ccc(C)c(NC(=O)N4CCNC4=O)c3)cc2C(F)(F)F)CC1	u	26
Cc1ccc(S(=O)(=O)CCSc2cccc(C(=O)O)c2)cc1	u	x
CC(=O)Oc1ccc(N(C(C)=O)S(=O)(=O)c2ccc(C)cc2C)c2ccccc12	u	x
COc1cc(/C=N/NC(=O)c2ccc3c(c2)OCCO3)c(Br)c(Br)c1O	u	x
O=C(Nc1ccccc1N1CCCCC1)c1cc(S(=O)(=O)N2CCOCC2)ccc1F	u	x
CC(C)n1cnc2c(Nc3ccc(C(=O)O)cc3)nc(Cl)nc21	-10%	-15

Other compounds follow:
structure	S3 lipid droplet	S3 lipid droplet cell count max
CC(C)C(c1nnnn1Cc1ccccc1)N1CCN(Cc2ccc3c(c2)OCO3)CC1 (stereo unspecified)	13%	-25
CCOc1cc(NC(=S)NC)c(OCC)cc1NC(=O)c1cccs1	16%	4
CCc1c(C)nc(N)n2c(SCC(=O)N3CCCc4ccccc43)nnc12	u	x
CCCN(CC(=O)Nc1ccccc1C)C(=O)c1ccc(-c2ccc([N+](=O)[O-])cc2)o1	12µM*	x
CCOC(=O)C1CCN(Cc2coc3ccc(Cl)cc3c2=O)CC1	-6%	-10
O=C(NCc1ccncc1)C12CC3CC(CC(Cl)(C3)C1)C2	u	x
Cc1ccc2c(c1)c1ncnc(N3CCN(c4ccccc4)CC3)c1n2C	u	x
CCCc1[nH]nc2c1C(C1CCCCC1)C(C#N)=C(N)O2 (stereo unspecified)	u	x

(next part)
structure	S3 lipid droplet	S3 lipid droplet cell count max
Cc1c(C(=O)OC(C)C)sc(NC(=O)c2cccnc2)c1C#N	3%	-14
COc1ccc(C(CC(=O)c2ccccc2)S(=O)(=O)c2ccccc2)cc1 (stereo unspecified)	-1%	8
O=C(CC(=O)NC1CCCCC1)N/N=C/c1ccc(Cl)cc1	u	x
Cc1ccc(-n2c(C)cc(C(=O)COC(=O)c3ccc[nH]c3=O)c2C)cc1	-15%	8
Cc1ccc(S(=O)(=O)N2CCOCC2)cc1NC(=O)CSc1cccc[n+]1[O-]	6%	-12
COc1ccc(C(=O)Nc2ccccc2C(=O)NC(Cc2ccc(O)cc2)C(=O)NNC(=O)c2ccc(C)cc2)cc1 (stereo unspecified)	u	x
COC(=O)/C=C1\N/C(=N\c2nc(C)cc(C)n2)N(c2ccc(C)c(C)c2)C1=O	6%	-1
O=S(=O)(NC1=NCCCCC1)c1cccs1	u	x

The list goes on.
structure	S3 lipid droplet	S3 lipid droplet cell count max
COc1ccc(C(=O)NNC(=O)COC(=O)c2sccc2C)cc1	u	x
Cc1ccc(C(=O)NCC(=O)N(C)CC(=O)Nc2ccccc2Br)s1	6%	-6
Cc1cc(C)n2ncc(/C(N)=N/OC(=O)Nc3ccccc3)c2n1	-4%	-9
CC(=O)C1=C(O)C(=O)N(c2ccc(S(=O)(=O)Nc3nccs3)cc2)C1c1ccc(F)cc1 (stereo unspecified)	-22%	-8
O=C(Cc1ccccc1)Nc1ccc(NC(=O)c2ccco2)cc1Cl	i	21
COc1ccc(S(=O)(=O)NCc2ccc(C(=O)N3CCc4ccccc4C3)cc2)cc1	u	x
CC(=C/c1ccc(C(C)C)cc1)/C=N/NC(=O)Cn1nnnc1N	2%	-15
COc1ccc(C(=O)NCc2nnc(SCC(=O)Nc3cc(C)on3)o2)cc1OC	i[9.22 µM]	x

New compounds follow:
structure	S3 lipid droplet	S3 lipid droplet cell count max
CCOC(=O)c1cc(-c2ccc(OC(F)F)cc2)nc2nc(SC)[nH]c(=O)c12	3%	2
Nc1nc(Nc2ccccc2)nc(NCc2ccccc2)c1[N+](=O)[O-]	u	x
C=C1C(C(=O)N2CCOCC2)C1C(=O)N1CCOCC1 (stereo unspecified)	-2%	5
CC/C(=N\NC(=O)c1nnn(-c2nonc2N)c1-c1ccc2c(c1)OCO2)c1ccccc1	u	x
Cc1cccc(C2c3[nH]c4ccccc4c3CCN2C(=O)c2noc3c2CCCC3)n1 (stereo unspecified)	-1%	0
Cc1c(CC(=O)N2CCC(C(N)=O)CC2)c(=O)oc2cc3c(cc12)CCC1(CCCCC1)O3	13µM*	-24*
CCCc1c(C(=O)N/N=C/c2ccccc2C(F)(F)F)nnn1-c1nonc1N	u	x
Cc1ccc2c(c1)N(C(=O)CCC(=O)NCCCN1CCN(C)CC1)CC(C)O2 (stereo unspecified)	-29%	3

Looked up one by one from the list above (2):
structure	S3 lipid droplet	S3 lipid droplet cell count max
Nc1cc(=O)[nH]c(SCC(=O)Nc2ccccc2Sc2ccccc2)n1	u	x
C[C@H](NC(=O)Cc1cccc2ccccc12)C(=O)NCc1ccccc1	u	x

The results go on.
structure	S3 lipid droplet	S3 lipid droplet cell count max
Cc1c(C)c2ccc(OCC(=O)c3ccccc3)cc2oc1=O	u	x
O=C(CN1CCCC1)Nc1ccc([N+](=O)[O-])cc1Cl	-6%	-14
Cc1cccc2sc(NC(=O)c3cc(S(=O)(=O)N(C)C)ccc3N3CCCC3)nc12	u	x
CC1C(C#N)=C(N)OC2=C1C(=O)CC(C)(C)C2 (stereo unspecified)	u	x
COc1cccc(C(=O)N(C)c2nnc(-c3ccncc3)s2)c1	2%	1
Cc1cc(N2CCCC2=O)cc(C)c1S(=O)(=O)Nc1c(C)nn(C)c1C	u	x
COc1ccc2c(c1)CCC/C2=N\NC(=O)c1ccoc1C	-2%	0
CCOC(=O)N1CCN(C(=O)c2oc3ccc(S(=O)(=O)N4CCCCCC4)cc3c2C)CC1	u	x

Going on with the list:
structure	S3 lipid droplet	S3 lipid droplet cell count max
COc1ccc(-n2nc(C(=O)NCC(=O)NC3CCCCCC3)c3ccccc3c2=O)cc1OC	u	x
COC(=O)c1sccc1NC(=O)CC1C(=O)NCCN1C(=O)c1ccc(C)c(C)c1 (stereo unspecified)	0%	10
O=C(O)CCCCCN1C(=O)/C(=C\c2ccc(-c3ccc(Cl)cc3)o2)SC1=S	u	x
OC(COCC1COc2ccccc2O1)CN1CCc2ccccc2C1 (stereo unspecified)	-4%	-10
COC(=O)c1cccc(NC(=O)CN2CCOCC2)c1	6%	2
CN1CCN(c2nc(-c3ccccc3)cc(C(F)(F)F)n2)CC1	5%	x
NS(=O)(=O)c1ccc(CCNS(=O)(=O)c2ccc(Cl)nc2)cc1	u	x
Cc1ccc(S(=O)(=O)N(CC(=O)NCc2ccccc2Cl)C(=O)N2CCN(C)CC2)cc1	u	x

Continuation:
structure	S3 lipid droplet	S3 lipid droplet cell count max
COC(=O)/C(C#N)=C1/C=Cc2ccccc2N1	-6%	-5
Cc1ccc(S(=O)(=O)NCc2nnc(SCC(=O)Nc3cccc(C)c3C)n2C)cc1	u	x
CC1CCc2c(sc3ncnc(NS(=O)(=O)c4cccs4)c23)C1 (stereo unspecified)	8%	22
Cc1cc(/C=C(\C#N)C(=O)Nc2ccccc2F)c(C)[nH]1	5%	3
Cc1ccc(-c2nn[nH]n2)cc1Cl	-8%	6
O=C(NC(=O)c1ccc(Cl)c(Cl)c1)OC1CCS(=O)(=O)C1 (stereo unspecified)	i	x
CCCc1nc(SCC(=O)N2CCOCC2)c2c(C)c(C)sc2n1	i	4
CN(CC(=O)Nc1ccc(N2CCOCC2)cc1)C(=O)CCNC(=O)c1ccc(Br)cc1	-3%[0.0737 µM]	15
O=C(COC(=O)C1CCN(S(=O)(=O)c2cccs2)CC1)Nc1ccc(F)cc1F	u	x
COCCCNC(=S)N1CCC(C(=O)c2ccc3c(c2)OCCO3)CC1	u	x
O=C(NCc1cccnc1)C1CCCN(S(=O)(=O)c2cccc3nsnc23)C1 (stereo unspecified)	u	x
